Screens (PubChem)
MrgX1 allo act: allosterically activates human MrgX1 receptor signaling. MrgX1-HEK293, Fluo-4 calcium flux, FDSS; active compounds read high. B-score at 10 µM. 310,000 tested, 0.63% active;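 active = plate-corrected calcium response at least 3 library SD above typical, normal starting fluorescence, not activating the receptor alone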;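 also: compound read alongside a low EC10 to EC30 dose of BAM8-22 agonist; peak minus trough fluorescence over baseline measured at the second addition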
Target sequence (Q96LB2 whole entry, looked up): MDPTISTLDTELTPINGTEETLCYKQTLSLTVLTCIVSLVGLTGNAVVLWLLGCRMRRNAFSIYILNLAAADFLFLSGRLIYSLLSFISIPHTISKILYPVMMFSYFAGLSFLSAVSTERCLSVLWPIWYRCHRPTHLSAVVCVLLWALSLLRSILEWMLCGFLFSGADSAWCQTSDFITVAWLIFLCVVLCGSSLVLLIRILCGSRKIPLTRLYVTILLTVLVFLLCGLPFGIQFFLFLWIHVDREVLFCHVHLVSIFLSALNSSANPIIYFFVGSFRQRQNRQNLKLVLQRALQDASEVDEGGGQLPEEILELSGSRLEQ
KCNQ1 pot: potentiates or activates the human KCNQ1 potassium channel | CHO-K1 KCNQ1, thallium flux FluxOR fluorescence; active compounds read high | B-score at 10 µM | 310,000 tested, 0.35% active | AID 2648;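 active = fluorescence ratio B-score, a plate-corrected score, at least three library SD, with initial intensity B-score within 5 SD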
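Medium – assay buffer, equal DMSO in all wells · Material – CHO-K1 cell line with stable KCNQ1 potassium channel expression · Signal – kinetic FluxOR thallium fluorescence, 10-s 1-Hz baseline, 110-s post-stimulus read · Compound – single concentration per compound, DMSO matched to controls · Schedule – 37 °C overnight plating, 90-min dark dye load, 20-min compound pretreatment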
hERG rescue: compounds protecting human hERG from proarrhythmic drug block; CHO-hERG, FluxOR thallium flux, dofetilide IC70 present; activation (rescue from dofetilide block), less the hit threshold, % at 10 µM; 310,000 tested, 0.51% active;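 active = activation above the mean of controls blocked by dofetilide plus 5 SD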;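 also: thallium influx through hERG after potassium depolarization seen as dye fluorescence rise; in these data hits start at about 4.7%; inactives centre near -7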
ANO1 activ: activators or potentiators of mouse TMEM16A chloride channel. Q8BHY3. HEK293 TMEM16A/YFP-H148Q/I152L, iodide quench fluorescence; active compounds read low. B-score at 10 µM. 340,000 tested, 0.3% active;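 active = fluorescence-ratio B-score plate-corrected deviation score at least 3 library SD below zero, with starting fluorescence score within 5 deviations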;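 also: channel opened by trigger with iodide after compound preincubation; score built on the fluorescence ratio of max minus min over baseline; more negative score means more quench and so TMEM16A activation or potentiation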
RGS4 block: inhibitors of human RGS4. P49798. HEK293 M3R/RGS4 inducible, Fluo-4 calcium flux; active compounds read high; triggered by carbachol at its EC20. B-score at 10 µM. 310,000 tested, 0.45% active. AID 463165;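 active = B-score, a plate-corrected calcium signal, over three deviations above library mean, with baseline fluorescence within five deviations of library mean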;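 also: RGS4 expression induced by doxycycline in cells with stable M3 receptor; B-score is computed from the integrated fluorescence ratio over baseline after carbachol; higher B-score means a larger calcium signal and so more RGS4 inhibition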
Target sequence (P49798 whole entry, looked up): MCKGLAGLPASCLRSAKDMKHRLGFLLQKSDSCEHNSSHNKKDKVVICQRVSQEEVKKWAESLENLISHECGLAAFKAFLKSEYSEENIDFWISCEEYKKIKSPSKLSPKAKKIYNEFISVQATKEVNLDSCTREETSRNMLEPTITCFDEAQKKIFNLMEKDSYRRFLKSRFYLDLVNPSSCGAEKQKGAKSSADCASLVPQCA
RGS4 act: potentiators or activators of RGS4. 310,000 tested, 0.92% active. HEK293 M3R/inducible RGS4, carbachol calcium flux Fluo4; active compounds read low. B-score at 10 µM;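 active = B-score of the integrated calcium signal more than 4 SD below the library mean, with starting fluorescence not abnormally high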;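 also: negative B-score means reduced calcium response which marks RGS4 activation or potentiation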
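Material: Inducible-RGS4 HEK293 cells carrying M3 receptor; also added: carbachol at ECmax as muscarinic agonist stimulus; incubation: compound preincubation 20 min at room temperature before agonist; signal: Fluo4-AM (2 µM) calcium-flux fluorescence, kinetic read; measure: integrated calcium ratio converted to B score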
MrgX1 agonist: activates human MrgX1 receptor signaling. MrgX1-HEK293 cells, Fluo-4 calcium fluorescence, agonist mode; active compounds read high. B-score at 10 µM. 310,000 tested, 0.44% active. AID 588627;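 active = calcium response B-score plate-corrected fluorescence ratio at least 3 library SD, with starting fluorescence B-score inside 5 SD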
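times = overnight plating, then 30 min 37 °C plus 30 min room-temperature dye loading | assay system = stable human MrgX1 HEK293 cell line | input = fifteen thousand cells per well | signal = kinetic calcium dye fluorescence, Fluo-4 NW | dosing = compound delivered in addition one of three | read-out = B-scored fluorescence response ratio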
KCNK9 block: blocks the human KCNK9 two-pore domain potassium channel; AID 488922; 310,000 tested, 1.2% active; Q9NPC2; B-score at 10 µM; HEK293 KCNK9, FluxOR thallium flux fluorescence; active compounds read low;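 active = ratio B-score over 3 SD below the library mean, with starting fluorescence within 5 SD of its mean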;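 also: negative B-score means less thallium flux so channel inhibition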
ANO1 block: mouse TMEM16A channel inhibition, primary screen; HEK293 TMEM16A/YFP iodide influx fluorescence, ionomycin; 310,000 tested, 1.2% active; Q8BHY3; normalized B-score (activity score, 25-100; higher = stronger inhibition) at 10 µM;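 active = ratio plate-corrected score three or more library SD toward inhibition, starting fluorescence score within five deviations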;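 also: score derived from kinetic fluorescence span divided by baseline fluorescence per well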
KCNQ1 block: blocks the human KCNQ1 potassium channel; P51787; CHO-K1 KCNQ1, FluxOR thallium flux fluorescence; active compounds read high; B-score at 10 µM; 310,000 tested, 1.3% active;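 active = compounds whose thallium flux B-score, printed positive for inhibition, exceeds three library SD while starting fluorescence stays within three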;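 also: channel opened by potassium depolarization with thallium stimulus after 20 min compound exposure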
KCNK3 inh: human KCNK3 channel inhibition, primary screen. O14649. CHO-KCNK3 thallium flux, FluxOR fluorescence; active compounds read low. B-score at 10 µM. 340,000 tested, 0.84% active. AID 602410;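 active = B-score under library mean minus 4 SD, starting fluorescence ratio at most library mean plus 5 SD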;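 also: more negative B-score means stronger inhibition of thallium flux through KCNK3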
Target sequence (O14649 whole entry, looked up): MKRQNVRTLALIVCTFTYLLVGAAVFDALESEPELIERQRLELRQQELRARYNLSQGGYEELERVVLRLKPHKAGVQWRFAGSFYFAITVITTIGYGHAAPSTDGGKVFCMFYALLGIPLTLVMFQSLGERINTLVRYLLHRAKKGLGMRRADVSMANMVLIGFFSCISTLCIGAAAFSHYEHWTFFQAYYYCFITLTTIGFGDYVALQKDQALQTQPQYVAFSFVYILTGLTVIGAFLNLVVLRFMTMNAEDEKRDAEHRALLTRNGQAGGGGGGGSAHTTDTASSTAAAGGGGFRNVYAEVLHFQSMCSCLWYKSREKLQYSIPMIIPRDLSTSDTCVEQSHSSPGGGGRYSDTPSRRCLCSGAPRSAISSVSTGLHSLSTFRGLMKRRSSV
An asterisk follows results filed as active; i = inactive; . = not tested or not shown.

SMILES	MrgX1 allo act	KCNQ1 pot	hERG rescue	ANO1 activ	RGS4 block	RGS4 act	MrgX1 agonist	KCNK9 block	ANO1 block	KCNQ1 block	KCNK3 inh
CCC(=O)Nc1cccc(NC(=O)CSc2nnnn2C2CCCC2)c1	i	i	-8	i	i	i	i	i	i	i	i
CC(=O)Nc1ccc(S(=O)(=O)Nc2nc3nc(-c4ccccc4)cc(-c4ccccc4)n3n2)cc1	i	i	-6	i	i	i	i	i	i	i	i
CCOc1cc(/C=C(\C#N)C(=O)Nc2cccc(C(=O)O)c2)ccc1OCc1ccc(Br)cc1	i	i	0	i	i	i	i	i	i	i	i
O=[N+]([O-])c1cccc(CSc2cccc[n+]2[O-])c1	i	i	-14	i	i	i	i	i	i	i	i
Cc1ccccc1-c1nc(CS(=O)(=O)CC(=O)N2CCN(C)CC2)c(C)o1	i	i	-8	i	i	i	i	i	i	i	i
COc1ccc(Cl)cc1NS(=O)(=O)c1cc(Br)cnc1N	i	i	-3	i	i	i	i	i	i	i	i
C/C(=N\NC(=O)COc1ccc(C#N)cc1)c1ccc(N2CCOCC2)cc1	i	i	-4	i	i	i	i	i	i	i	i
Cc1[nH]c(=O)[nH]c(=O)c1S(=O)(=O)N1CCCC(C(=O)N2CCN(c3cccc(C(F)(F)F)c3)CC2)C1 (stereo not drawn)	i	i	-10	i	i	i	i	i	i	i	i
O=C1CN(C(=O)CC2C(=O)NCCN2Cc2ccccc2C(F)(F)F)CCN1 (stereo not drawn)	i	i	-2	i	i	i	i	i	i	i	i
COc1ccc(-c2cc(=O)oc3c(C)c(O)ccc23)cc1	i	i	-4	i	i	i	i	i	i	i	i
CCSc1nnc(N2C(=O)CC(c3ccsc3)C3=C2CC(C)(C)CC3=O)s1 (stereo not drawn)	i	i	-9	i	i	i	i	i	i	i	i
CC(=O)N(CCc1ccccc1)Cc1cc2cc(C)ccc2[nH]c1=O	i	i	-5	i	i	i	i	i	i	i	i
CCOC(=O)c1c(C)oc2ccc(OS(C)(=O)=O)cc12	i	i	-13	i	i	i	i	i	i	i	i
O=C(NCc1ccccc1Cl)c1cnccc1C(F)(F)F	i	i	-14	i	i	i	i	i	i	i	i
CC(C)=C1C(=O)NN(c2ccc(C)c(Cl)c2)C1=O	i	i	-11	i	i	i	i	i	i	i	i
NC(=O)c1ccc(NC(=O)CN2C(=O)NC(c3ccccc3)(c3ccccc3)C2=O)cc1	i	i	-6	i	i	i	i	i	i	i	i
Cc1nn(C)c(C)c1NC(=O)CC12CC3CC(CC(C3)C1)C2	i	i	-9	i	i	i	i	i	i	i	i
CCc1ccccc1NC(=O)C1CCCN(S(=O)(=O)c2ccc3c(c2)CC(C)N3C(C)=O)C1 (stereo not drawn)	i	i	-10	i	i	i	i	i	i	i	i
COc1cccc(C(=O)N2CCN(C3CCN(Cc4ccccc4)CC3)CC2)c1OC	i	i	-5	i	i	i	i	i	i	i	i
CC(OC(=O)/C(C#N)=C/c1ccc(N(C)C)cc1)C(=O)N(C)c1ccccc1 (stereo not drawn)	i	i	-16	i	i	-7.2*	i	i	i	8*	i
COC(=O)[C@H](Cc1ccccc1)NC(=O)O[C@H]1C(=O)c2ccc(OC)cc2O[C@@H]1c1ccc2c(c1)OCO2	i	i	-10	.	i	i	i	i	i	i	.
OCCNCc1ccc(OCc2ccc(Cl)cc2Cl)cc1	i	i	-18	i	i	i	i	i	i	i	i
CCOC(=O)/C(=C/c1c2ccccc2cc2ccccc12)NC(=O)c1ccccc1	i	i	-7	i	i	i	i	-16*	i	i	-11*
CCOc1ccc(C(=O)c2ccncc2)cc1	i	i	-4	i	i	i	i	i	i	i	i
Fc1ccc(-c2nnc(N3CCOCC3)c3ccccc23)cc1F	i	i	1	i	i	i	i	i	i	i	i
COc1ccc2nc3oc(C(=O)Nc4ccc(OC)c(OC)c4)cc3cc2c1	i	i	-8	i	i	i	i	i	i	i	i
COc1ccccc1NC(=S)NNC(=O)c1nn(C)c(C)c1Br	i	i	-9	i	i	i	i	i	i	i	i
CCCCc1nc(SCC(=O)N2CCCC2)c2c(=O)n(C)c(=O)n(C)c2n1	i	i	-11	i	i	i	i	i	i	i	i
NC(=O)c1cccnc1Oc1cccc(Cl)c1	i	i	-11	i	i	i	i	i	i	i	i
CSc1ccc(-c2ccco2)nn1	i	i	-4	i	i	i	i	i	i	i	i
Cc1occc1C(=O)NNC(=O)c1nn(C)c(=O)c2ccccc12	i	i	-13	i	i	i	i	i	i	i	i
CCOC(=O)CC1C(=O)NCCN1C(=O)c1ccc(Cl)cc1Cl (stereo not drawn)	i	i	-6	i	i	i	i	i	i	i	i
CCc1ccc(NC(=O)CSc2ccc(-c3cccnc3)nn2)cc1	i	i	-3	i	i	i	i	i	i	i	i
COc1ccc(C2C(C#N)=C(N)Oc3n[nH]c(-c4ccccn4)c32)c(OC)c1OC (stereo not drawn)	i	i	-4	i	i	i	i	i	i	i	i
CCOc1ccc(NC(=O)CC2C(=O)N(c3cccc(OC)c3)C(=O)N2CCOC)cc1 (stereo not drawn)	i	i	-7	i	i	i	i	i	i	i	i
CCCc1cc(=O)oc2cc(C)cc(OCC(=O)O)c12	i	i	-10	i	i	i	i	i	i	i	i
COC(=O)[C@@H]1C[C@H]1[C@@H](NC(=O)c1cc(C)on1)c1ccccc1	i	i	-5	i	i	i	i	i	i	i	i
COc1cc(O)c(C(CC(=O)N2CCN(c3ccccc3)CC2)c2cc(OC)c(OC)c(OC)c2)c(OC)c1 (stereo not drawn)	i	i	-14	i	i	i	i	i	i	i	i
O=C(N/N=C/C=C\c1ccco1)c1cccnc1	i	i	-2	i	i	i	i	i	i	i	i
COC(=O)C1C(O)=C(C=Nc2ccc3ccccc3c2)C(=O)CC1(C)C (stereo not drawn)	i	i	-12	i	i	i	i	i	i	i	i
O=C(NNc1nc2ccccc2s1)Nc1ccc(Cl)c(Cl)c1	i	i	-8	i	i	i	i	i	i	i	i
CC(C)NC(=O)NC(=O)COc1c(F)c(F)cc(F)c1F	i	i	-6	i	i	i	i	i	i	i	i
CC1CCCN(C(=O)Cn2nnc(-c3ccc(F)cc3)n2)C1 (stereo not drawn)	i	i	-4	i	i	i	i	i	i	i	i
CC1Cc2ccccc2N1C(=O)CSc1ccccc1 (stereo not drawn)	i	i	-14	i	i	i	i	i	i	i	i
CC(NCC(O)COc1ccc(Br)cc1)c1ccccc1 (stereo not drawn)	i	i	-10	i	i	i	i	i	i	i	i
Cc1cc(OCc2cc(C(=O)N(C)C3CCOC3)no2)cc(C)c1Cl (stereo not drawn)	i	i	-10	i	i	i	i	i	i	i	i
CCN(CC)CCCN(Cc1cc2ccc(C)c(C)c2[nH]c1=O)C(=O)NC1CCCCC1	i	i	-14	i	i	i	i	i	i	i	i
COc1ccccc1/C(O)=C(\C#N)c1nc2ccccc2[nH]1	i	i	-3	i	i	i	i	i	i	i	i
COc1ccc(-c2c(C(=O)O)nc3ccccc3c2C(=O)O)cc1	i	i	-14	i	i	i	i	i	i	i	i
COC(=O)CCC(=O)OC1(C)C(=O)C=C2C=C(C3CC3)OC=C2C1=O (stereo not drawn)	i	i	-8	.	i	i	i	i	i	i	.
Cc1csc(/C(C#N)=N/O)n1	i	i	-3	i	i	i	i	i	i	i	i
CCOC(=O)C1=C(COC(=O)/C=C/c2ccco2)NC(=O)NC1C (stereo not drawn)	i	i	-12	i	i	i	i	i	i	i	i
Cc1cc(S(=O)(=O)Nc2ccc(C(=O)NCCCN3CCCC3=O)cc2)ccc1F	i	i	-3	i	i	i	i	i	i	i	i
COc1ccc(S(=O)(=O)N2CCCCCC2)cc1Br	.	i	-8	i	i	i	.	i	.	i	i
Cc1cc(C)c(C#N)c(SCc2c(F)cccc2[N+](=O)[O-])n1	i	i	-8	i	i	i	i	i	i	i	i
CC1CCCCC1NC(=S)Nc1ccc(SC(F)F)cc1 (stereo not drawn)	i	i	-14	i	i	i	i	i	i	7*	i
O=C(CCc1nnc(CCCCc2ccccc2)o1)NCCn1cccn1	i	i	-6	i	i	i	i	i	i	i	i
O=S(=O)(N/N=C\C=C\c1ccccc1)c1ccccc1	i	i	-2	i	i	i	i	i	i	i	i
CCNc1nc(=S)nc(NC(C)C)[nH]1	i	i	-10	i	i	i	i	i	i	i	i
Cc1ccc(C)c(NC(=O)C(NCC(C)(C)N2CCOCC2)c2ccccc2)c1 (stereo not drawn)	i	i	-4	i	i	-10*	i	i	i	i	i
The list continues:
SMILES	MrgX1 allo act	KCNQ1 pot	hERG rescue	ANO1 activ	RGS4 block	RGS4 act	MrgX1 agonist	KCNK9 block	ANO1 block	KCNQ1 block	KCNK3 inh
CCOC(=O)C1=NN(C(C)=O)C2(CC(=O)N(c3ccc(C)c(C)c3)C2=O)C1 (stereo not drawn)	i	i	-12	i	i	i	i	i	i	i	i
Cc1ccc(OCCN2CCN(c3nc(NCc4ccco4)c4ccccc4n3)CC2)cc1	i	i	-35	i	i	i	i	i	i	i	i
Clc1cccc(-c2nc3nc4ccccc4nc3n2Cc2ccco2)c1	i	i	-2	i	i	i	i	-11*	i	i	i
COC(=O)[C@@H]1[C@@H](C)N(Cc2ccccc2)C(=O)N[C@H]1c1ccccc1	i	i	-4	i	i	i	i	i	i	i	i
CCN1CCN(C(c2cccs2)C(C)NC(=O)c2ccccc2F)CC1 (stereo not drawn)	i	i	-3	i	i	i	i	i	i	i	i
